KOR beta-arrestin-1 – kappa opioid receptor blockers – cell-based, luminescence, uHTS (AID 1778); KOR beta-arrestin recruitment, luminescence, antagonist mode; higher % means a stronger effect; inhibition, % at 10 µM, or IC50 in µM where a hit was titrated; 290,000 tested, 0.091% active; in the data active = inhibition above about 50%; note: strong numbers were not always called active
GPR55 antagonists – GPR55 antagonists blocking LPI-driven arrestin recruitment, primary screen, imaging, U2OS, beta-arrestin-GFP, LPI agonist (AID 2013); U2OS GPR55 beta-arrestin-GFP translocation imaging, LPI antagonism; higher % means a stronger effect; 290,000 tested, 0.13% active; one-dose inhibition, % at 10 µM; IC50 in µM for titrated hits;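 active = spots per cell inhibited over 60%, with over 100 cells counted and total cytoplasm intensity under 500,000; inconclusive = wells with under 100 cells, flagged as likely toxic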;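 note: U2OS cells stably carrying GPR55 and arrestin-GFP stimulated by 5 µM LPI near EC80; imaged beta-arrestin-GFP aggregate spots per cell after agonist stimulation; plate controls were LPI-stimulated DMSO wells for no effect and DMSO wells without LPI for full effect; some results filed as inactive read as strong as hits; confirmed hits need IC50 under 10 µM and bright autofluorescent wells are also inconclusive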
GPR35 arrestin U2OS – GPR35 antagonists blocking zaprinast-driven arrestin recruitment, primary screen, imaging, U2OS, beta-arrestin-GFP, zaprinast agonist (AID 2058) | U2OS GPR35 beta-arrestin-GFP translocation imaging, zaprinast antagonism; higher % means a stronger effect | inhibition, % at 10 µM; hits with a dose series show IC50 in µM | 290,000 tested, 0.052% active;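 active = inhibition of at least 50% with at least 30 cells and total cytoplasm GFP at most 10,000,000; inconclusive = under 30 cells or total GFP of 10,000,000 plus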
West Nile virus CPE – West Nile virus antiviral activity, cell-based, CPE readout (AID 1621). 290,000 tested, 0.02% active. one-dose CPE inhibition, % at 10 µM; IC50 in µM for titrated hits. West Nile virus-infected cells, CPE inhibition; higher % means a stronger effect; in the data active = a potency from the dose series; inconclusive = CPE inhibition mostly from about 3.7% at the one dose, without a potency; inactive = the rest, 99 in 100 with CPE inhibition below about 2.2%; note: strong numbers were not always called active
PhoP inhibition – PhoP-dependent GFP reporter repression – Salmonella Typhimurium, primary screen (AID 1863) | inhibition, % at 50 µM; hits with a dose series show IC50 in µM | S. Typhimurium PhoP-regulated promoter GFP reporter, 4 h; higher % means a stronger effect | 300,000 tested, 0.16% active;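 active = inhibition over 29.93%, a cutoff 3 SD above the screen mean, later confirmed by dose response; inconclusive = inhibition over 29.93% but no dose response follow-up; inactive = inhibition at most 29.93% or unconfirmed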;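 note: 0% = low Mg2+ inducing control and 100% = high Mg2+ repressing control; strong numbers were not always called active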
GPR55 activation – selective activators of receptor GPR55 – imaging, U2OS cells, beta-arrestin-GFP redistribution, primary screen (AID 1961) | one-dose activation, % at 10 µM; EC50 in µM for titrated hits | 290,000 tested, 0.048% active | U2OS GPR55 beta-arrestin-GFP redistribution imaging; higher % means a stronger effect;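 active = activation above 40% with more than 50 cells counted in the well; inconclusive = wells holding fewer than 50 cells, flagged as toxic or sparse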;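 note: U2OS osteosarcoma cells stably expressing GPR55 and beta-arrestin-GFP; plate controls were DMSO negative control for no effect and LPI positive control for full effect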
KOR beta-arrestin-2 – kappa opioid receptor activators – cell-based, luminescence, uHTS, primary screen (AID 1777); one-dose activation, % at 10 µM; EC50 in µM for titrated hits; KOR beta-arrestin recruitment, luminescence; higher % means a stronger effect; 280,000 tested, 0.02% active; in the data active = activation above about 50%, passing the limit was not always enough; note: a part of the inactive calls stands beside numbers as strong as those of hits
NTR1 agonist – NTR1-driven beta-arrestin-GFP spot formation – imaging, U2OS cells, high content, primary screen (AID 493036); activation, % at 20 µM; agonist mode; 330,000 tested, 0.17% active; P30989;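 active = activation at or above 40% of the spot to cytoplasm intensity ratio, with at least 20 cells analyzed; inconclusive = wells under 20 cells, flagged as cytotoxic or low count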;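 note: 0% = DMSO without peptide and 100% = 100 nM NTR1 peptide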
Target sequence (P30989 whole entry, looked up): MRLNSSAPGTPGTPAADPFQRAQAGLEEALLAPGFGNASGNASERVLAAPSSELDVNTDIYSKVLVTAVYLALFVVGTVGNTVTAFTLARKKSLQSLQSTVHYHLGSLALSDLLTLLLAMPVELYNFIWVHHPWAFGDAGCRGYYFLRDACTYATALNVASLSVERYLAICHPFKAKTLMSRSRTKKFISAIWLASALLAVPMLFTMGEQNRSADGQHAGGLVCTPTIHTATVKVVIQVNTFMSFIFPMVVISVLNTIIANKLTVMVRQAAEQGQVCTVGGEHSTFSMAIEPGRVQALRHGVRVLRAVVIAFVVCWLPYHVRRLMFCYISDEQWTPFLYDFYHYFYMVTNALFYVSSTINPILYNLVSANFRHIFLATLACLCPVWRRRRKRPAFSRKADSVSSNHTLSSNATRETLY
T cell HTS – modulates CD8 T cell binding to vesicles; calls only at 7 µM; AID 2052; 2C CD8+ T cell-vesicle binding, flow cytometry; stronger effect = lower value; 330,000 tested, 0.068% active;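 active = response, share of CD8 T cells binding vesicles, and their 90th percentile fluorescence all below set limits, cut at about 80% in these data, passing the limit was not always enough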
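Read-out – percent CD8+ FL2 mean versus row control · System – murine 2C transgenic CD8+ T lymphocytes · Times – 1.5 h cell–vesicle binding at 37 °C, then 20 min icy labelling · Control set – naked vesicles low, QL9 vesicles with vehicle high · Detection – cytometric PE anti-B7-1 and Alexa647 anti-CD8 signals after 1% paraformaldehyde fixation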
T cell HTS vesicle-bound % – also measured in T cell HTS; calls as there; double positive events, %; measured here: CD8+ vesicle-bound cell fraction;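 binding gate set so that unloaded-vesicle control wells show 10% double positive cells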
NTR1 agonist cell count 20 µM – recorded beside NTR1 agonist, whose call it bears; cell count; measured here: cell count, cytotoxicity flag
Numbers without * were called inactive; i = inactive; ? = inconclusive; / = not tested or not shown; [ ] = dose if it differs, or a comment.

SMILES	KOR beta-arrestin-1	GPR55 antagonists	GPR35 arrestin U2OS	West Nile virus CPE	PhoP inhibition	GPR55 activation	KOR beta-arrestin-2	NTR1 agonist	NTR1 agonist cell count 20 µM	T cell HTS	T cell HTS vesicle-bound %
O=C(CCc1n[nH]c(=O)[nH]c1=O)Nc1cccc([N+](=O)[O-])c1	-17%	13%	-15%	0.5%	8%	0.1%	-0.3%	1.6	95	i	52
COC(=O)[C@H](Cc1ccccc1)NC(=O)NCCc1ccc(S(N)(=O)=O)cc1	-6%	10%	2%	0.5%	-13%	0.7%	-5.4%	-0.4	65	i	40
Cc1ccc(NC(=S)/N=C(\N)Nc2nc(C)c3cc(C)ccc3n2)c(C)c1	46%	12%	7%	-1.2%	1%	0.5%	0.6%	3.3	58	i	32
COc1cccc(CN(C)CC(=O)Nc2cccc(S(N)(=O)=O)c2)c1OC	-9%	-1%	0%	-0.4%	9%	-0.2%	0.0%	-0.9	49	i	24
CC(C)C(NC(=O)c1ccco1)C(=O)NC1CCCCCC1 (stereo unspecified)	-2%	15%	2%	-0.5%	-7%	0.0%	-0.5%	0.6	52	i	17
CCCCOC(=O)c1ccc(NC(=O)C(=O)NCc2ccco2)cc1	-1%	2%	-6%	-0.3%	0%	-0.3%	-4.6%	-1.3	47	i	16
O=C(CN1CCOCC1)Nc1ccc(Cl)c(Cl)c1	-16%[20 µM]	7%	16%	-1.3%	-4%	-0.1%	2.7%	1.1	53	i	44
FC(F)(F)c1cnc(-n2cc[nH]c2=S)c(Cl)c1	-1%	13%	15%	0.2%	-1%	0.7%	1.7%	-0.1	44	i	4
COc1ccc(CN2C(=O)C(C)S/C2=N/N=C/c2ccco2)cc1 (stereo unspecified)	14%	4%	-10%	-0.5%	-3%	-0.1%	-1.6%	1.4	48	i	14
O=C(N/N=C/c1cccc([N+](=O)[O-])c1O)c1cccs1	17%	-3%	-4%	?	25µM*	0.1%	-4.7%	1.7	39	i	47
COc1cccc(CN2CCNC(=O)C2CC(=O)N(C)CCC2CCOCC2)c1OC (stereo unspecified)	10%	3%	-9%	0.7%	11%	0.8%	-3.0%	0.0	49	i	19
CN(CC(=O)O/N=C(\N)c1cccc([N+](=O)[O-])c1)S(=O)(=O)c1ccccc1	-30%	11%	6%	-1.2%	7%	-0.1%	-0.1%	0.2	53	i	14
CC(=O)c1cc(C)ccc1OC(=O)c1cccc2nc(C)oc12	17%	-5%	2%	1.0%	-1%	-0.2%	-2.6%	-1.8	88	i	30
Cc1cccc(COCC(Cc2ccccc2)N2CCN(C(=O)c3cccc(Cl)c3)CCC2=O)c1 (stereo unspecified)	-21%	3%	-18%	0.1%	1%	-0.3%	0.3%	6.3	77	i	19
C=CCOc1ccccc1/C=N/n1nnnc1N	3%	-2%	-14%	0.2%	-3%	0.3%	-2.3%	-0.4	60	i	64
CCc1ccc(NC(=O)CCS(=O)(=O)c2ccc(Br)cc2)cc1	-17%	-4%	5%	-0.3%	-5%	0.0%	-3.1%	2.5	92	i	64
Nc1nnn(CC(=O)N/N=C/C=C/c2ccccc2)n1	-2%	-4%	10%	-0.3%	-1%	-0.3%	2.2%	1.2	40	i	56
COc1ccc(NC(=O)Nc2ccc(Cc3ccncc3)cc2)c(OC)c1	18%	3%	10%	0.7%	9%	0.1%	3.9%	1.7	67	i	44
COc1ncccc1C(=O)N1CCCC(N2CCN(c3cccc(Cl)c3)CC2)C1 (stereo unspecified)	-7%	6%	-8%	-0.8%	-2%	-0.1%	-5.3%	1.4	72	i	24
Clc1ccc(-c2csc(N3CCc4ccccc4C3)n2)cc1	7%	27%	6%	0.0%	24%	-0.2%	-1.2%	-0.6	79	i	41
Cc1ccc(CNC(=O)CCC(=O)Nc2nnc(C(C)C)s2)cc1	-20%	14%	2%	0.0%	-4%	0.3%	0.1%	-0.4	49	i	12
COc1ccc(Cl)cc1C(=O)NNC(=O)C1COc2ccccc2O1 (stereo unspecified)	9%	0%	22%	0.4%	-15%	-0.6%	-1.6%	-1.4	68	i	42
Cc1nnc(Nc2ccc(F)cc2)c2ccccc12	-57%[20 µM]	-2%	-1%	-1.8%	-2%	0.1%	0.5%	-0.7	54	i	60
CCSc1nnc(CCNS(=O)(=O)c2ccc(C(C)=O)cc2)n1C	-10%	11%	11%	0.1%	1%	-0.2%	2.9%	-0.5	40	i	28
O=C1CC(C(=O)Nc2ccc(F)cc2)S/C(=N\N=C\c2ccco2)N1 (stereo unspecified)	21%	-15%	0%	-0.1%	-4%	-0.1%	2.0%	1.2	63	i	55

Two compounds picked at random from those above:
SMILES	KOR beta-arrestin-1	GPR55 antagonists	GPR35 arrestin U2OS	West Nile virus CPE	PhoP inhibition	GPR55 activation	KOR beta-arrestin-2	NTR1 agonist	NTR1 agonist cell count 20 µM	T cell HTS	T cell HTS vesicle-bound %
O=C(N/N=C/c1cccc([N+](=O)[O-])c1O)c1cccs1	17%	-3%	-4%	?	25µM*	0.1%	-4.7%	1.7	39	i	47
CCSc1nnc(CCNS(=O)(=O)c2ccc(C(C)=O)cc2)n1C	-10%	11%	11%	0.1%	1%	-0.2%	2.9%	-0.5	40	i	28

Additional structures follow:
SMILES	KOR beta-arrestin-1	GPR55 antagonists	GPR35 arrestin U2OS	West Nile virus CPE	PhoP inhibition	GPR55 activation	KOR beta-arrestin-2	NTR1 agonist	NTR1 agonist cell count 20 µM	T cell HTS	T cell HTS vesicle-bound %
CNC(=O)NNC(=O)c1nc(-c2ccccc2)c(C)o1	14%	7%	-9%	0.3%	-11%	0.2%	5.0%	0.3	65	i	38
CC12CCC(C(=O)NCCCn3ccnc3)(OC1=O)C2(C)C (stereo unspecified)	10%	0%	-12%	0.2%	-1%	-0.1%	0.5%	0.5	43	i	32
Cc1cccc(OCC(O)Cn2c(N3CCCCC3)nc3c2c(=O)[nH]c(=O)n3C)c1 (stereo unspecified)	-31%	3%	13%	-0.3%	9%	0.0%	-2.3%	0.4	101	i	17
COc1ccc([N+](=O)[O-])cc1NS(=O)(=O)c1cccc(C(=O)O)c1	31%	-3%	3%	0.0%	-4%	-0.3%	-2.4%	0.8	69	i	26
CCOC(=O)c1c(C)[nH]c(C)c1S(=O)(=O)NC(C)Cc1ccco1 (stereo unspecified)	-7%	9%	2%	-0.5%	-13%	-0.1%	-2.8%	0.0	52	i	36
CN=c1scc(-c2c[nH]c3ccccc23)n1C	-13%	-19%	5%	-1.2%	9%	0.0%	2.1%	-0.2	25	/	/
Cc1ccc(-n2c(C)cc(C=C3C(=O)CC(C)(C)CC3=O)c2C)cc1	25%	5%	12%	-1.2%	-3%	-0.2%	-1.7%	3.3	64	i	48
CN(C)/C=N/c1ncc(C(=O)c2ccc3ccccc3c2)s1	-5%	-2%	1%	0.0%	2%	0.2%	0.5%	1.1	105	i	37
CC(=O)c1cnn(-c2nc3c(C)cccc3s2)c1C	9%	-4%	2%	-0.2%	1%	-0.1%	4.4%	3.7	30	i	30
O=C(O)CC1S/C(=N\N=C2CCCCCCC2)N(c2ccccc2)C1=O (stereo unspecified)	1%	3%	-14%	0.4%	0%	0.2%	-5.3%	-0.7	99	i	52
COc1cccc(Nc2nc(-c3cccnc3)cs2)c1	-8%	-11%	-5%	-1.2%	3%	1.3%	-4.8%	7.8	50	i	60
Cc1ccccc1-n1nnnc1SC1CCOC1=O (stereo unspecified)	-46%	-6%	-1%	/	-4%	0.2%	11%	1.4	67	i	36
Cc1nc(SCc2ccc([N+](=O)[O-])cc2)n[nH]1	-9%[20 µM]	0%	-10%	-0.4%	-3%	-0.2%	-5.2%	-0.9	64	i	63
COc1ccc(CCNC(=O)CCOc2ccc(C)cc2)cc1OC	46%	-8%	-2%	/	0%	-0.1%	-5.9%	-0.1	56	i	73
O=C(COc1ccccc1)Nc1ccc(CN2CCCCC2)cc1	-6%	9%	1%	0.1%	-1%	-0.2%	-0.6%	1.0	57	i	38
O=C(NCCCn1ccnc1)C(=O)NCC(c1ccco1)N1CCN(c2ccccc2)CC1 (stereo unspecified)	1%	-2%	-7%	-0.7%	-2%	-0.3%	-1.2%	0.8	49	i	31
CC1COc2ccccc2N1C(=O)c1cccnc1Cl (stereo unspecified)	-14%[20 µM]	-5%	1%	0.2%	2%	-0.1%	-2.2%	0.1	26	i	31
CN(CC(=O)O)Cc1nc2ccccc2[nH]1	0%	-3%	-1%	0.0%	27%	-0.1%	0.9%	-0.8	49	i	10
CC(=O)N1C(O)CC(C)N1c1ccccc1 (stereo unspecified)	12%	7%	10%	0.0%	1%	-0.8%	9.1%	-0.2	58	i	4
CSCC(NS(=O)(=O)c1ccc(C)cc1)C(=O)O (stereo unspecified)	-35%	0%	7%	0.2%	-1%	-0.1%	-1.4%	0.5	96	i	29
O=C(Nc1ccc(NC(=O)c2ccco2)nc1)c1ccccn1	-6%	18%	3%	?	6%	-0.2%	-2.8%	-2.6	94	i	30
Cn1c(CC2C(=O)Nc3ccc(Br)cc32)nc2ccccc2c1=O (stereo unspecified)	25%	-2%	-3%	/	7%	-0.1%	-2.4%	1.5	57	i	32
Cc1cccc(Cn2ncc(Cl)c(Cl)c2=O)c1	3%	29%	30%	-1.4%	22%	0.0%	6.5%	-2.6	56	i	52
CCC1CCCCN1CCCNC(=O)c1c(O)nc2c(C)cccn2c1=O (stereo unspecified)	-22%	13%	4%	0.0%	-8%	-0.1%	-1.4%	-0.1	76	i	6
O=C(Nc1ccccc1)Nc1cnccn1	3%	5%	1%	-0.2%	1%	0.0%	-3.8%	1.2	69	i	7
Cc1ccc(C)c(/C=N/Nc2ccccn2)c1	-10%	5%	-5%	-0.4%	0%	0.1%	-7.6%	2.1	37	i	30
CCOC(=O)Nc1ccc(N2CCOCC2)c(S(=O)(=O)N2CCOCC2)c1	16%	18%	4%	0.1%	-1%	-0.2%	-1.2%	2.0	57	i	9
CN(C1CCS(=O)(=O)C1)S(=O)(=O)c1cccc2nsnc12 (stereo unspecified)	21%	7%	-6%	-0.1%	-2%	1.0%	-7.0%	-1.2	38	i	45
Cc1ccc(NC(=O)C(=O)NCC2CCCO2)cc1 (stereo unspecified)	-30%[20 µM]	1%	9%	0.6%	3%	0.2%	1.0%	-0.8	86	i	57
COc1ccc(/C=C2\Oc3cc(OC(=O)N4CCOCC4)ccc3C2=O)cc1	-2%	22%	10%	-0.9%	-7%	0.2%	-1.8%	0.0	49	i	33
